High-throughput results deposited in PubChem by National Center for Advancing Translational Sciences (NCATS).
aSyn tox rescue = rescues yeast growth from alpha-synuclein toxicity | S. cerevisiae alpha-synuclein toxicity rescue, BacTiter-Glo growth, 24 h | Potency, µM (titrated, usually from 46.1 µM), for inactives: at the highest dose growth rescue (activation), most hits filed as activators | 94,000 tested, 0.02% active; active = well fitted activation curve with a large enough effect; inconclusive = small, poorly fitted or top-dose-only effect; note: 0% is about no effect
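Growth restoration measured by BacTiter-Glo luminescence after 24 hr at 30 deg C; alpha-synuclein yeast, raffinose-pregrown to mid-log, were added at OD600=0.02 in galactose medium onto pinned compounds.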
An asterisk follows results filed as active; ? = inconclusive; [ ] = another dose, or the depositor's remark. Potency is the fitted concentration of half-maximal effect.

Compound	aSyn tox rescue
COc1ccc(NC(=O)c2cccnc2Sc2ccccc2)c(OC)c1	-2.1%
O=C(CSc1nncn2c1cc1occc12)Nc1ccc(F)c(Cl)c1	-16.2%
Nc1c(C(=O)Nc2ccc(F)c(F)c2)sc2nc(-c3ccncc3)ccc12	-4.6%
COC(=O)c1ccc(NC(=O)CSc2nc3c(c(=O)n(C)c(=O)n3C)n2Cc2ccccc2)cc1	-1.5%
COc1cc([N+](=O)[O-])ccc1N=Nc1c(N)[nH]n(-c2ccccc2)c1=O	-5.6%
CCN(Cc1ccccc1)S(=O)(=O)c1ccc(C(=O)N(CCCN(C)C)c2nc3cc(C)cc(C)c3s2)cc1	-41.2%[inhibitor]
CCC/C(O)=C1\C(=O)CC(c2ccccc2)CC1=NC(C)C(=O)O (stereo not given)	-5.2%
Cc1ccc(C(=O)NCCN2CCOCC2)c(Cl)c1	1.2%

Other entries
Compound	aSyn tox rescue
O=C(Nc1nc(-c2ccccc2)ns1)c1ccc(Cl)cc1	-0.6%
COc1ccc(CC(=O)OCC(=O)N2c3ccccc3CC2C)cc1OC (stereo not given)	7.7%
COC(=O)c1sccc1S(=O)(=O)N(CC(=O)NCc1ccccc1)c1ccc(C)cc1	1.8%
Cc1ccc(NC(=O)CCNS(=O)(=O)c2ccc(Br)s2)cc1	-4.9%
CCOC(=O)c1ccccc1NC(=O)c1sc2nc3n(c(=O)c2c1C)CCCCC3	-3.1%
COc1cccc(CNCc2c(C(=O)O)c(C)n(Cc3ccc(F)cc3Cl)c2C)c1OC	-0.2%
Cc1ccc(CNC(=O)c2sc3nc4n(c(=O)c3c2C)CCCCC4)cc1	-1.8%
CCCCCCN1CC(=O)N2Cc3[nH]c4ccccc4c3C[C@H]2C1=O	7.4%

(cont.)
Compound	aSyn tox rescue
CCOc1ccc(NC(=O)CC2C(=O)N(c3ccccc3)C(=O)N2C2CCCC2)cc1 (stereo not given)	-1.9%
CS(=O)(=O)n1nc(-c2ccc(Cl)cc2)nc1N	-5.7%
O=C(CN1CCN(Cc2ccccc2)CC1)NNC(=O)c1ccc(Cl)cc1	-2.5%
O=C(NNC(=O)c1ccccc1F)c1ccc(-n2cncn2)c([N+](=O)[O-])c1	-9.7%
O=C(Cn1c2ncccc2c(=O)n1-c1ccccc1)NCc1ccccc1Cl	1.9%
Cc1ccccc1NC(=O)c1cccc(NC(=O)c2c(C(=O)O)cccc2[N+](=O)[O-])c1	2.1%
C/C(=N/NC(=O)c1ccccc1)C(=O)O	5.0%
C[C@@H]1CN([C@@H](C)CO)C(=O)CCCn2nncc2CO[C@@H]1CN(C)C(=O)Nc1ccccc1C(F)(F)F	-5.3%

Later entries
Compound	aSyn tox rescue
Cc1ccc(NS(=O)(=O)c2ccc3[nH]c4c(c3c2)CCCCCC4)cc1Cl	-0.6%
COc1ccccc1CNC(=O)c1ccc(CS(=O)c2ccccc2Cl)o1 (stereo not given)	4.0%
COCCNC(=S)Nc1ccc(N2CCOCC2)c(S(=O)(=O)Nc2ccc(Cl)cc2)c1	-29.5%
CCOc1ccc(-c2nnc(SCC(=O)Nc3cccc(OC)c3)nc2-c2ccc(OCC)cc2)cc1	-8.9%
CCOc1ccc2c(c1)C(N(CCN1CCOCC1)C(=O)Nc1ccccc1)CC(C)(C)O2 (stereo not given)	3.6%
Cc1cccc(C)c1NC(=O)c1nc(S(C)(=O)=O)ncc1N(Cc1ccc(C(C)(C)C)cc1)Cc1ccco1	2.3%
Cc1cccc(C)c1NC(=O)Cn1c(=O)n(Cc2ccccc2)c(=O)c2c(C)c(C(=O)N(C)C)sc21	1.9%
CCOn1c(=O)c(=O)n(O)c2ccccc21	-0.9%

The final 2 entries of the section before come first, to join the parts.
Compound	aSyn tox rescue
Cc1cccc(C)c1NC(=O)Cn1c(=O)n(Cc2ccccc2)c(=O)c2c(C)c(C(=O)N(C)C)sc21	1.9%
CCOn1c(=O)c(=O)n(O)c2ccccc21	-0.9%
N#Cc1c(Nc2ccc(Cl)cc2)s[nH]c1=O	-6.8%
COc1ccc2c(Sc3ccc(C)cc3)c(C(=O)NCCc3ccccc3)[nH]c2c1	-3.4%
COc1cccc(NC(=O)CSc2nc(=O)n(Cc3cccnc3)c3c2CCC3)c1	4.8%
COc1ccc(-c2cc(C(F)(F)F)nc(SCCC(=O)Nc3ccc(F)cc3F)n2)cc1	-1.3%
CCC(Sc1nc2ccsc2c(=O)n1Cc1ccc(C(=O)O)cc1)C(=O)Nc1cccc(OC)c1 (stereo not given)	4.1%
COc1ccc(NS(=O)(=O)c2cc3c(cc2C)N(C(C)=O)CCO3)c(OC)c1	-2.4%
COC(=O)C(CCSC)NC(=O)c1cc2c(n(-c3ccc(OC)cc3)c1=O)CC(C)(C)CC2=O (stereo not given)	-4.4%
COc1ccc2nc(NC(=O)c3cc(=O)c4cc(C)c(C)cc4o3)sc2c1	6.7%

New compounds follow:
Compound	aSyn tox rescue
C=CCc1cc(C=O)cc(OC)c1OCc1ccc(C(=O)O)cc1	0.7%
Cc1ccc(C)c(NC(=O)Cn2c(=O)n(CC(=O)NCCc3ccccc3)c(=O)c3ccccc32)c1	-8.0%
O=C(O)Cc1sc(Nc2ccc(C(=O)O)cc2)nc1-c1ccccc1	4.8%
Cc1ccc(-n2c(SCc3cccc(F)c3)nc3[nH]ncc3c2=O)cc1C	4.0%
CC(=O)Nc1cccc(NC(=O)Cn2cnc3c2c(=O)n(C)c(=O)n3C)c1	-7.4%
CCCCNC(=O)C1CCCN(c2nnc(C)c3c(C)n(-c4ccc(Cl)cc4)nc23)C1 (stereo not given)	-1.8%
CCCN(CCC)CC(O)CN1C(=O)N(CN2C(=O)N(CC(O)CN(CCC)CCC)C(=O)C2(C)C)C(C)(C)C1=O (stereo not given)	6.2%
O=C(Nc1ccc(F)cc1Cl)C1CCN(c2ncnc3c2nc2n3CCCCC2)CC1	-3.8%

Further records
Compound	aSyn tox rescue
Cc1cccc(NC(=O)N2CCC(NC(=O)C3CCCCC3)CC2)c1	4.1%
COc1cc(C(=O)N(Cc2ccc(C(C)C)cc2)C2CCS(=O)(=O)C2)cc(OC)c1OC (stereo not given)	-1.0%
COc1cccc(COC(=O)C2CCN(C(=O)c3ccc(F)cc3)CC2)c1OC	7.4%
CN(C)C(=O)c1ccc(NC(=O)COC(=O)CC23CC4CC(CC(Br)(C4)C2)C3)cc1	-5.4%
O=S(=O)(NCC(c1ccccc1)N1CCc2ccccc21)c1ccc(Cl)cc1 (stereo not given)	6.6%
CCOC(=O)N1CCN(S(=O)(=O)c2ccc(C(=O)Nc3nnc(CSC)o3)cc2)CC1	0.2%
COc1ccc2nc(SCC(=O)N(C)CC(=O)Nc3ccc(F)cc3)[nH]c2c1	12.1%
CCOC(=O)C1=C(COC(=O)c2ccc(Cl)cc2[N+](=O)[O-])NC(=O)NC1C (stereo not given)	6.8%

Continuation:
Compound	aSyn tox rescue
Cc1cnc(NC(=O)CSc2nnc(N)s2)s1	-4.6%
O=C(COc1ccc(OCc2ccccc2)cc1)NN=C1CCCC1	-1.3%
Cc1ccc2c(c1)-c1ncc(C(=O)c3cc(Br)ccc3O)cc1CO2	-4.8%
Cc1ccc(S(=O)(=O)n2nc(-c3ccccc3)nc2NCc2ccc(Cl)cc2)cc1	-2.8%
CCOC(=O)c1ccc(Nc2c(-c3ccc(O)cc3)nc3nc[nH]n23)cc1	-49.6%[inhibitor]
COCCCNc1oc(/C=C/c2cc(OC)c(OC)c(OC)c2)nc1C#N	-0.5%
COCCn1c(C)cc(O)c(C(c2ccccc2Cl)N2CCCCC2)c1=O (stereo not given)	3.7%
Cc1ccc(C)c(NC(=O)CN(C)C(=O)/C=C/c2ccco2)c1	-2.8%

Part of the list above in another layout:
CCOC(=O)c1ccc(Nc2c(-c3ccc(O)cc3)nc3nc[nH]n23)cc1
- aSyn tox rescue = -49.6%[inhibitor]
COCCCNc1oc(/C=C/c2cc(OC)c(OC)c(OC)c2)nc1C#N
- aSyn tox rescue = -0.5%
COCCn1c(C)cc(O)c(C(c2ccccc2Cl)N2CCCCC2)c1=O (stereo not given)
- aSyn tox rescue = 3.7%

More results follow.
Compound	aSyn tox rescue
CCOC(=O)C1CCCN(c2c(C(=O)c3ccc(OCC)cc3)cnc3ccccc23)C1 (stereo not given)	-16.0%
CC(C)C1C(=O)N(Cc2cn(CCC3OCCCO3)nn2)CCS(=O)(=O)N1Cc1ccc(-c2ccncc2)cc1 (stereo not given)	-1.7%
Cc1ccc(N/C=C(\[N+](=O)[O-])S(=O)(=O)c2ccccc2)cc1	1.5%
NC(=O)COc1ccc2oc(-c3ccccc3)cc(=O)c2c1	3.1%
COC(=O)/C(=N/Nc1ccccc1OC)N1CCCc2ccccc21	9.8%
O=C(Oc1ccccc1F)c1nc(SCc2ccccc2F)ncc1Cl	-6.8%
Cc1ccc(C)c(NC(=O)n2ncc3cc(Cl)ccc32)c1	1.2%
O=C(NC1CC(=O)N(c2ccccc2)C1)c1cc2ccccc2o1 (stereo not given)	4.0%

Other results follow.
Compound	aSyn tox rescue
O=C(NCCCn1ccnc1)/C(=C/c1ccc(F)cc1)NC(=O)c1ccccc1	4.5%
COc1ccc(NC(=O)CC2NCCNC2=O)c(OC)c1 (stereo not given)	7.6%
Cc1sc(NC(=O)C2c3ccccc3Oc3ccccc32)c(C(=O)OC(C)C)c1C	4.4%
COc1ccc(-n2ncc3c(N4CCN(c5cccc(C)c5)C(C)C4)ncnc32)cc1 (stereo not given)	-18.4%
COc1ccc(-c2cc(C(=O)Oc3ccc(C)c(C)c3)c3ccccc3n2)cc1	-0.9%
Clc1cccc(-n2ncc3c(N4CCC(Cc5ccccc5)CC4)ncnc32)c1	5.1%
Cc1ccc(CN2CCSc3ccc(C(=O)NCc4ccc(OC(C)C)cc4)cc32)cc1	-7.9%
CCn1c(SCC(=O)N2CCCC(C)C2)nc2c1c(=O)n(C)c(=O)n2C (stereo not given)	1.2%

The results go on:
Compound	aSyn tox rescue
COc1ccc(S(=O)(=O)N2CCN(c3ccccc3OC)CC2)cc1	-6.6%
O=S(=O)(c1ccc(Cl)cc1)N1CCC2(CC1)CO2	-6.6%
O=C(c1ccc(F)cc1)n1nc(-c2cccnc2)nc1NCc1ccc(F)cc1	-13.1%
CN(CC(=O)Nc1cccc(F)c1)C(=O)c1ccc(N2CCCCC2)c([N+](=O)[O-])c1	7.6%
CSc1nc(NCCOC(C)=O)c(C#N)c(-c2ccc(C(C)(C)C)cc2)n1	9.6%
CC(NS(=O)(=O)c1ccc2c(c1)C(C)(C)C(=O)N2C)c1ccccc1 (stereo not given)	-42.3%[inhibitor]
COc1ccccc1N1CCN(C(=O)c2nc(-c3ccc(C)cc3)n3c2CCCCC3)CC1	5.1%
Cc1ccc(-c2cc(-c3coc4ccccc4c3=O)c3c(n2)-c2cc(Cl)ccc2OC3)cc1	-8.1%

(list continues)
Compound	aSyn tox rescue
CN1CCN(C(=O)c2ccc(-n3cccn3)nc2)CC1	-0.9%
COC(=O)COc1ccc(C2NC(=O)NC(C)=C2C(=O)NCc2ccccc2)cc1OC (stereo not given)	-1.6%
CCC1CCCCN1CCCNC(=O)CNC(=O)c1nn(-c2ccc(OC)c(Cl)c2)c(=O)c2ccccc12 (stereo not given)	3.5%
CCC(=O)Oc1cc(C(C)(C)C)cc2cc(-c3nc(-c4ccc(OC)cc4OC)no3)c(=O)oc12	-4.9%
CCOCCCNC(=O)c1cc2c(-c3ccc(OC)c(OC)c3)nn(C)c2s1	4.6%
Cc1ccccc1NC(=O)Cn1nnc2ccccc21	2.9%
COC1(C(F)(F)F)NC(=O)N(c2ccc(F)cc2)C1=O (stereo not given)	7.1%
COc1ccc(NS(=O)(=O)c2cccc(C(=O)NCC(c3ccco3)N3CCCCC3)c2)cc1 (stereo not given)	11.2%

Following part
Compound	aSyn tox rescue
CCOC(=O)c1c(S(=O)(=O)N2CCCC(C(=O)NCc3ccccc3Cl)C2)c(C)n(C)c1C (stereo not given)	-1.5%
Cc1ccc(OCC(=O)Nc2cc(-c3nc4ccccc4[nH]3)ccc2C)c(C)c1	-8.0%
COc1cccc(CNC(=O)C(NS(=O)(=O)c2ccc3nc(C)sc3c2)C(C)C)c1 (stereo not given)	0.6%
Cc1ccc(OCc2nc(-c3ccc(C(=O)N4CCN(c5ccc(Cl)cc5)CC4)cc3)oc2C)cc1	4.8%
COc1ccccc1CNC(=O)CSC1=NCCS1	12.3%
COc1ccccc1-c1cnc2c(c1)C(=O)N([C@@H](C)CO)C[C@H](C)[C@H](CN(C)C)O2	-5.4%
c1ccc(C2=NC(c3ccccc3)CC2)cc1 (stereo not given)	15.2%
CCn1cc(S(=O)(=O)c2ccccc2)c(=O)c2cc(F)c(N3CCCC3)cc21	-5.8%

Continued:
Compound	aSyn tox rescue
CC(C)CCC1(C)NC(=O)N(CC(=O)c2ccc[nH]2)C1=O (stereo not given)	-43.3%[inhibitor]
COc1ccc(S(=O)(=O)Cc2ccc(C(=O)NC3CC3)o2)cc1	0.7%
COc1cc(CCC(=O)OCC(=O)Nc2ccccc2OC(F)F)cc(OC)c1OC	8.1%
CCCNC(=O)c1ccc(Cn2c(=O)c3cccn3c3cccnc32)cc1	-6.2%
CS(=O)(=O)N(CC(=O)Nc1ccccc1C(=O)N1CCOCC1)c1ccc(Cl)cc1	-3.3%
Cc1cccc(C)c1NC(=O)CCCN1C(=O)CCn2nc(-c3cn(C)c4ccccc34)cc21	-7.9%
CC(C(=O)OCC(=O)c1cccc([N+](=O)[O-])c1)N1C(=O)C2C3C=CC(C3)C2C1=O (stereo not given)	6.2%
CCCSC1=NC2(CCN(C(=O)NC3CCCCC3)CC2)N=C1c1ccc(OC)cc1	?
c1ccc(-c2csc(-c3ccncc3)n2)cc1	3.2%

Only part of the results is shown. The share of hits here may be higher or lower than overall.
